# N370S GC – inhibits or activates N370S mutant glucocerebrosidase; P04062; N370S GC spleen homogenate, 4MU-glucoside fluorescence; Potency, µM (titrated, usually from 59.4 µM), for the others: at the highest dose activity change, negative = inhibition, hits mostly inhibitors; actives 0.092% (n = 330,000);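 also: 0% = full enzyme activity and -100% = no enzyme basal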
# FEN1 inhibitor – human FEN1 inhibition | P39748 | Recombinant FEN1 flap cleavage, fluorescence, 15 min | Potency, µM (top dose mostly 114 µM), for inactives: top-dose activity change, negative = inhibition, most hits filed as inhibitors | actives 0.35% (n = 390,000) | AID 588795; also: nearly all actives have a fitted effect of over 65% in size
# Target sequence (P39748 whole entry, looked up): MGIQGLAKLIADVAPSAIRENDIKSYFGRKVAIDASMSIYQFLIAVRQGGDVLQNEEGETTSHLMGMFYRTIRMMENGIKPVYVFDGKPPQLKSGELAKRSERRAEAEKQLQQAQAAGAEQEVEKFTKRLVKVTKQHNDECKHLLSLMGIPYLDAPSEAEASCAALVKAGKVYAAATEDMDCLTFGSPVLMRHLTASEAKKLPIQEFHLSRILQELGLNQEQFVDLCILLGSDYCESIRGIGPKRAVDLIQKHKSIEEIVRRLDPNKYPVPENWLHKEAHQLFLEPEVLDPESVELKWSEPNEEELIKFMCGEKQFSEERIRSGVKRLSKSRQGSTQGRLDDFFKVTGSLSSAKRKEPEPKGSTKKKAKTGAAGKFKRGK
#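 In this screen, 50 nM flap DNA substrate was added to 10 nM FEN1 pretreated with compound for 15 min at room temperature; cleavage was followed with reads at 0 and 15 min, and Hill fitting gave concentration–response parameters.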
# DT40 TDP1 CPT – growth inhibition of DT40 Tdp1-/-;hTDP1 cells with camptothecin (screen for TDP1 inhibitors); chicken DT40 Tdp1-/-;hTDP1 cells + 20 nM CPT, ATP luminescence, 48 h; AID 686979; actives 12% (n = 420,000); Potency, µM (top dose mostly 46.2 µM), inactives show top-dose activity change, negative = growth inhibition, usual class: inhibitors; also: nearly all actives have a fitted effect of over 55% in size
#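 Cell growth measured by CellTiter-Glo luminescence after a minimum 48 h, 37 C compound exposure with 20 nM CPT in Tdp1-knockout DT40 cells stably expressing hTDP1, seeded 400/well; qHTS titration format.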
# * marks the source's active call; other numbers are inactive results; ? = inconclusive; nt = no result given; & = joins results of further samples; [ ] = dose if it differs, or a comment. Calls follow the shape of the dose curve; as a rule, active = well fitted curve in the direction sought with a large enough effect; inconclusive = small, poorly fitted or top-dose-only effect, or another doubt; inactive = no such curve, though single readings can be large; an effect the other way counts as inactive or inconclusive. Unless noted, % is scaled to controls: 0 for no effect and ±100 for the full control effect; potency is read from the fitted curve at half-maximal effect.
SMILES,N370S GC,FEN1 inhibitor,DT40 TDP1 CPT
C[C@@H]1C[C@@H](O)[C@@]2(O)[C@]13CC(=O)OC[C@]2(C)[C@@](C)(O)C(=O)C3,-1%,nt,-22%[9.04 µM]
COc1ccc(CC(C)NC2CCCCCC2)cc1 (stereo not drawn),-16%,2%,?
CN1C2CCC1CC(OC(=O)c1cccc(O)c1)C2 (stereo not drawn),nt,16%,10%
COc1ccc(N2C(=O)NC(=O)/C(=C/c3cccc(OC(=O)c4cccs4)c3)C2=O)cc1Cl,3%,6%,0%
COc1ccc(C(=O)C2CCCN(Cc3cccc(C)n3)C2)c(OC)c1 (stereo not drawn),-4%,-2%,?
Cc1ccc(C2N(c3cc(C)on3)C(=O)C3CCCN32)cc1 (stereo not drawn),-23%,-10%,-2%
O=c1[nH]c(=S)[nH]c(O)c1N=Nc1cc(S(=O)(=O)Nc2ccc(Cl)cc2)ccc1Cl,nt,?,-13%
CCC(=O)O[C@@](Cc1ccccc1)(c1ccccc1)[C@@H](C)CN(C)C,7%[21.6 µM],nt,?
COc1ccc(N2C(=O)/C(=C/c3cc(C)n(-c4ccc(C)cn4)c3C)C(=O)NC2=S)c(OC)c1,-8%,-5%,?
CCC(=O)OC1(c2ccccc2)CCN(C)CC1C (stereo not drawn),2%,6%,?
CNC(=O)ON(C(=O)NC)C1N(C)C(=S)SC1(C)C (stereo not drawn),-1%,4%,?
Cc1ccc(NP(=O)(Oc2ccccc2F)Oc2ccccc2F)cc1,?,-14%,?
O=C(CN1CCCCC1)c1ccccc1Cl,-1%,3%,-13%
COC(=O)C1=C(c2cccc(Cl)c2)C[C@@H]2CC[C@H]1N2C(=O)N1CCCC1,nt,-3%,8.2µM*
Clc1cccc(N2CCNCC2)n1,-3%,-2%,1%
CCCCc1cc(=O)oc2c3c(cc(OCC(=O)N4CCC[C@H]4C(=O)O)c12)OC(C)(C)CC3,?,-7%,10%
CC(=O)OC1(c2ccccc2)CC(C(C)(C)C)CN(C(C)(C)C)C1 (stereo not drawn),-27%,6%,-7%
CCOc1ccc(CN(CCc2ccc3c(c2)OCO3)Cc2ccc(OC)c(Br)c2)cc1,nt,0%,?
Cc1ccc(-c2csc(NC(CO)c3nc4ccccc4n3CCOCCO)n2)cc1 (stereo not drawn),nt,-2%,?
O=C(NCc1ccc2c(c1)CCN2C(=O)c1ccccc1)Nc1cccc(C(F)(F)F)c1,nt,-14%,15µM*
N#C/C(=C\c1ccc(O)cc1)C(=O)O (tested in a mixture with another compound),nt,17%,-12%
CC(C)N1CCN(Cc2cccc3c2OCO3)CC1CCO (stereo not drawn),0%,4%,3%
O=C1CN=C(c2ccc(F)cc2)c2oc3ccccc3c2N1,-5%,4%,-9%
CCc1ccc(CN2CCN(Cc3cc(Br)ccc3O)CC2)cc1,?,6%,-8%
Cc1cccc(N(C)S(=O)(=O)c2cc(-c3cnc(C4CC4)o3)ccc2C)c1,nt,-24%,16µM*
COc1ccccc1CCNCc1cccc(C(F)(F)F)c1,-4%,0%,-3%
O=C1C2CCN(CC2)C1Cc1ccccc1O (stereo not drawn),12%,-1%,-3%
O=C1CC(=O)N(c2ccc3c(c2)OCO3)C(=O)N1,4%,-9%,-4%
CCc1nnc(NS(=O)(=O)c2ccc(N=Cc3c(O)n(-c4ccc(Cl)cc4)c(=O)[nH]c3=O)cc2)s1,8%,1%,?
Cc1ccnc(NC(=O)CCCc2ccc(N(CCCl)CCCl)cc2)n1,nt,1%,0.23µM*

# Two compounds from above, showing only N370S GC and FEN1 inhibitor.
structure	N370S GC	FEN1 inhibitor
CCC(=O)OC1(c2ccccc2)CCN(C)CC1C (stereo not drawn)	2%	6%
CNC(=O)ON(C(=O)NC)C1N(C)C(=S)SC1(C)C (stereo not drawn)	-1%	4%

# (more compounds)
SMILES,N370S GC,FEN1 inhibitor,DT40 TDP1 CPT
Cc1cc(/C=C2\C(=O)NC(=S)N(C)C2=O)c(C)n1C1CCCCC1,9%,9%,2%
Cc1c(N=Cc2c(O)n(C)c(=O)[nH]c2=O)c(=O)n(-c2ccccc2)n1C,1%,-4%,0%
O=C(CN1CCN(C(=O)COc2cccc(F)c2)CC1)Nc1ccc(Cl)c(C(F)(F)F)c1,nt,-19%,21µM*
O=C1NC(=O)C(Cc2ccccc2)C(=O)N1,nt,1%,-6%
CN=C(SCc1ccccc1)c1c(O)n(C)c(=O)n(C)c1=O,5%,-3%,-22%
CCOC(=O)c1c(/N=C/c2c(O)n(-c3cccc(C)c3)c(=O)[nH]c2=O)sc2c1CCCC2,3%,-2%,?
Cc1ccc(C(O)P(=O)(Oc2ccccc2)Oc2ccccc2)cc1 (stereo not drawn),-3%,-2%,0%
Nc1nnc(CCN2CCCCC2)s1,10%,-9%,17%
CC1CCCC(NC(=O)COC(=O)c2cn(C)c3ccccc23)C1C (stereo not drawn),nt,7%,-26%
COc1ccc(C(=O)C2CCCN(Cc3ccc(C)s3)C2)c(OC)c1 (stereo not drawn),-12%,8%,?
O=P(O)(O)COc1ccccc1O,1%,1%,-3%
CC(C)(O)C1C2OC(=O)C1[C@]1(O)CC3O[C@@]34C(=O)OC2[C@@]14C (stereo partly drawn),2%,nt,9%
CCCN1CCO[C@@H]2c3cc(O)ccc3OC[C@H]21,-6%&6%&5%&4%&9%,?,2%&-6%&0%
Cc1cc(/C=C2\C(=O)NC(=O)N(c3ccc(Br)cc3)C2=O)c(C)n1-c1cc(C(=O)O)cc(C(=O)O)c1,-5%,?,-12%
O=C1CC=C2C3CC4N(CCC45c4cc(O)c(O)cc4N1C25)CC3=CCBr (stereo not drawn),nt,?,?
CCC(=NCCCn1ccnc1)c1c(O)n(-c2ccccc2)c(=O)[nH]c1=O,4%,-4%,8%
COc1ccc(CN2CCN(c3ccccc3)CC2)c(C)c1C,3%,13%,?
O=C(NC(=C(Cl)Cl)P(=O)(c1ccccc1)c1ccccc1)c1ccccc1,3%,2%,?
CC(C)c1c(CN(C)C(C)Cc2ccccc2)n(C)n(-c2ccccc2)c1=O (stereo not drawn),2%,-12%,?
CCCCn1c(O)c(C(C)=NCc2ccco2)c(=O)[nH]c1=O,9%,1%,-9%
CCOc1ccccc1CN1C2CCC1CC(c1ccc(C)cc1)C2 (stereo not drawn),-3%,4%,23µM*
CC(=O)N1CCCc2cc(S(=O)(=O)N3CCCC(C(=O)Nc4cccc(F)c4)C3)ccc21 (stereo not drawn),-8%,9%&-13%,?
c1cc2c(cc1N1CCCCC1)C1CC2CCN1 (stereo not drawn),nt,12%,?
Cc1ccc(-n2c(CNCc3ccc(F)cc3)nc3ccccc3c2=O)cc1,-17%,-4%,?
CCCOP(=O)(OCCC)C(Nc1ccc(C(C)C)cc1)c1ccc([N+](=O)[O-])cc1 (stereo not drawn),5%,-23%,?
NP(=O)(OCC(F)(F)F)Oc1cccc2ccccc12 (stereo not drawn),-1%,-2%,-14%
Cc1nc2ccccc2c(=O)n1/N=C/c1cc(Br)cc(Br)c1O,nt,2%,-85%
CN(C)S(=O)(=O)c1cc(C(=O)N2CCC(C(=O)O)(c3ccccc3)CC2)ccc1Cl,7%,-1%,8%
C=CCn1c(O)c(C=Nc2ccc(OC)cc2C)c(=O)[nH]c1=O,0%,-2%,-12%
COC(=O)C1=C(c2cccc(NC(C)=O)c2)C[C@@H]2CC[C@H]1N2C,nt,-3%,-1%
COC(=O)C1=C(c2cc3ccccc3o2)C[C@@H]2CC[C@H]1N2C(=O)NCc1ccc(F)cc1,nt,-16%,?
COCc1cc(C2SCC(=O)Nc3c2c(=O)[nH]n3C(C)C)ccc1OC (stereo not drawn),-2%,30%[activator],?
Cc1c(C(=O)N2CCC3(CC2)OCCO3)oc2ccc(S(=O)(=O)N3CCCCC3)cc12,-9%,5%,?
CN1CCC(N(C)c2ncnc3ccc(Br)cc23)CC1,-10%,-7%,?
CC(C)(O)/C=C/C(=O)[C@](C)(O)C1[C@H](O)C[C@@]2(C)C3CC=C4C(C=C(O[C@@H]5O[C@H](CO)[C@@H](O)[C@H](O)[C@H]5O)C(=O)C4(C)C)[C@]3(C)C(=O)C[C@]12C (stereo partly drawn),nt,4%,?
CCOc1ccc(N2C(=O)CC(=O)NC2=O)cc1,11%,-1%,2%
Cc1cc(=O)[nH]c(SCc2nc3ccccc3c(=O)n2-c2ccccc2C)n1,5%,1%,-1%
CC1(C)NC(=S)C(C)(C)N1N=O,nt,-8%,8%
C[C@H]1CC[C@@]2(C)[C@@H](CC[C@@H]3[C@@H]2CC[C@]2(C)[C@@H](O)CC[C@@H]32)C1,3%,0%,?
O=C(N/N=C/c1c(O)n(C2CCCCC2)c(=S)[nH]c1=O)c1ccccc1,-22%,1%,?
O=c1c2ccccc2nc(-c2ccccc2)n1-c1cccc(O)c1,8%,16%,?
CC(C)(C)c1cc([N+](=O)[O-])cc(C(C)(C)C)c1O,-5%,-4%,10µM*
O=C1C[C@@H](c2ccc(O)cc2)Oc2cc(O)cc(O)c21,-11%,6%,2%
C=CCN1C(=O)NC(=O)/C(=C/c2cccn2C)C1=O,-1%,-3%,?
O=C(O)CCn1cc(C=C2C(=O)NC(=O)NC2=O)c(-c2cc3ccccc3oc2=O)n1,-3%,-10%,10%
N/C(=N\[N+](=O)[O-])N1CCN(C(=O)Oc2ccccc2)CC1,-18%,18%,5%
O=C(NCCSc1c(-c2ccccc2)[nH]c2ccccc12)c1ccc(S(=O)(=O)N2CCOCC2)cc1,nt,12%,5.8µM*
O=C(C(Cc1ccccc1)NS(=O)(=O)c1cccc2nsnc12)N1CCC2(CC1)OCCO2 (stereo not drawn),5%,-9%,-15%
O=C(Cc1ccccc1)N1CCN(Cc2cccc(Br)c2)CC1,-18%,10%,?
CCCC(C)(COC(N)=O)COC(N)=O,-6%,nt,-12%
Cc1ccc(Cl)cc1N1CCN(C(=O)c2cn(CC(C)C)c(=O)c3c2c2ccccc2n3C)CC1,nt,-15%,6.5µM*
CC(C)c1ccc2[nH]c(O)c(N=NC(=O)c3cccc(S(=O)(=O)Nc4ccc(Cl)cc4)c3)c2c1,8%,2%,12µM*
CCCc1c(C)nc(SCC(=O)C(C)(C)C)nc1OC(=O)N(C)C,5%,1%,-11%
CC1C(=O)OC2CCN3CC=C(COC(=O)[C@](C)(O)[C@]1(C)O)C23 (stereo partly drawn),-2%,nt,?
O=C1Nc2ccc(Br)cc2C(c2ccc(Cl)cc2)=NC1O (stereo not drawn),?,-10%,3%
O=C(Cn1c(=O)c(C(F)(F)F)nc2ccccc21)N1CCC2(CC1)OCCO2,3%,-1%,-5%
CN1CCc2c(c(N3CCCCC3)nc3n[nH]c(N)c23)C1,-2%,-3%,-9%
C#CCOc1cc(C2C3=C(COC3=O)Nc3cc4c(cc32)OCO4)ccc1OC (stereo not drawn),6%,13%,21µM*
CN1C(=O)C(=Cc2cn(CC#N)c3ccccc23)C(=O)N(C)C1=O,1%,-10%,1%
CCCSc1nc2ccccc2c(=O)n1-c1ccccc1OC,nt,?,?

# Next entries follow.
SMILES,N370S GC,FEN1 inhibitor,DT40 TDP1 CPT
COC(=O)C1=C(c2ccc3ccccc3c2)C[C@@H]2CC[C@H]1N2C(=O)NCC1CC1,nt,-11%,12µM*
CC(C)Oc1cc(-n2c(=S)[nH]c3ccccc3c2=O)c(Cl)cc1Cl,14%,-20%,?
N#CC(C#N)=NNc1ccc(-n2ccc(C(F)(F)F)n2)cc1,-10%,-21%,2.3µM*
COC(=O)C1=C(c2ccc3ccccc3c2)C[C@@H]2CC[C@H]1N2C(=O)NCCNC(C)=O,nt,-8%,10%
CCOP(=O)(OCC)/C(C#N)=C/c1ccc(-c2ccc(F)cc2F)o1,-14%,-19%,15µM*
Cc1ccc(OCC(=O)N2CCN(Cc3ccc(F)cc3)CC2)cc1,nt,1%,-10%
O=c1c2ccccc2nc(CNCc2ccco2)n1-c1ccc(F)cc1,14%,-1%,?
N#CC(C#N)=Cc1ccc(-c2ccccc2F)o1,0%,0%,-9%
O=[N+]([O-])c1ccc(NCCO)c2ncccc12,-4%,5%,-4%
COc1ccc(C2=C(C(C)=O)Sc3nnc(-c4ccc(C)cc4)n3N2C(C)=O)cc1OC,nt,5%,2.9µM*
O=c1[nH]c(=O)n(-c2ccccc2)c(O)c1N=Nc1ccc(Br)cc1,-20%,8%,0%
O=C(CCc1nc(C2=CCN(Cc3cccc(Cl)c3)CC2)no1)Nc1ccccc1F,nt,?,15µM*
Cc1csc(NC(=O)C(Cl)c2ccccc2)n1 (stereo not drawn) (tested in a mixture with another compound),nt,2%,?

# Not all compounds are listed (hit frequency here may not be typical).
